Vif inh: inhibitors of HIV Vif; hit rate 0.35% among 340,000; HEK293T cells, Vif self-association by quenched fluorescence, imaging, 24 h; inhibition, % at 7.49 µM; AID 602346; in the data active means inhibition above about 50%, passing the limit was not always enough; further: some results filed as inactive read as strong as hits
CaV13 ICDI inh: Disruptors of the CACNA1D IQ motif to Ca2+-dependent inactivation inhibitor domain association, primary screening, Förster resonance energy transfer in intact living …. hit rate 0.098% among 340,000. inhibition, % at 12.3 µM. AID 743397. HEK cells, CFP/YFP FRET ICDI-IQ, plate reader, 10 min; percent FRET-ratio fall versus neutral wells;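 active means mean replicate inhibition of at least 30% and at least 1% of replicates passing that level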;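 further: 0% = median of the neutral control wells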
NR2E3 ag-1: NR2E3 (human) agonism | hit rate 0.12% among 320,000 | GST-NR2E3/biotin-RetCOR TR-FRET, 1536-well | AID 2300 | inhibition of corepressor binding, % at 4.78 µM | Q9Y5X4;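 active means percent inhibition above the cutoff of mean plus 3 SD of all tested compounds, set per screening campaign, cut at about 20% in these data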;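 further: 0% = DMSO wells and 100% = biotin wells as full block of FRET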
Target sequence (Q9Y5X4 whole entry, looked up): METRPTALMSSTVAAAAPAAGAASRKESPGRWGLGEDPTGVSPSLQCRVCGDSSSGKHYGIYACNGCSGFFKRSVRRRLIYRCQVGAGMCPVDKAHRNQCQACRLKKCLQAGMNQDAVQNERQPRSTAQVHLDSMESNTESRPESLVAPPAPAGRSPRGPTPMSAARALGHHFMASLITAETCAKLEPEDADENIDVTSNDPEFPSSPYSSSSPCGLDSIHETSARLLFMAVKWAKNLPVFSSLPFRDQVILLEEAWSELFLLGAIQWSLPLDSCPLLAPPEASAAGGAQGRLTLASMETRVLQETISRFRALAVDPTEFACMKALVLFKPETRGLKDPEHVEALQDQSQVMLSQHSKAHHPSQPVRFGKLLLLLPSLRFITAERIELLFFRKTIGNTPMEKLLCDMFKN
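Test system: GST-NR2E3 and biotin-RetCOR proteins | Quantity: 1.35 nM GST-tagged NR2E3 final | Medium: Tris pH 7.5 | Also added: 7 nM biotin-RetCOR | Dosing: Compound at 4.8 µM, single dose | Timing: 5 h at 4 °C | Detection: Time-resolved FRET | Read-out basis: Percent inhibition | Benchmarks: Biotin wells as high control, 0.6% DMSO wells as low control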
NR2E3 ag-2: activates human NR2E3 receptor | Q9Y5X4 | CHO-S Gal4-NCOR/VP16-NR2E3 two-hybrid, luciferase | inhibition of corepressor binding, % at 3.98 µM | hit rate 0.35% among 360,000 | AID 602229;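 active means inhibition above the mean of all tested compounds plus 3 SD, cut at about 70% in these data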;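 further: 0% = DMSO with NR2E3 transfected cells and 100% = cells lacking NR2E3 construct; higher means lower luciferase signal from less NR2E3 corepressor binding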
iPSC survival up: enhancers of human iPSC single-cell survival | hit rate 0.044% among 360,000 | survival enhancement, % at 20 µM | hiPSC single-cell survival, ATPlite luminescence; 100% = ROCK inhibitor wells, 0% = DMSO | AID 602274; in the data active means survival enhancement above about 18%;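 further: cells exposed to compounds for 16 hours before the ATP read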
PDI turbidity: PDI (human) enzyme inhibition. PDI insulin aggregation turbidity, A650, 90 min. inhibition, % at 10 µM. hit rate 0.052% among 350,000;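 active means mean inhibition across replicates of 30% or more, whatever share of single replicates reach that level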;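 further: absorbance from insulin aggregation driven by PDI reduction with DTT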
Target sequence (P07237 whole entry, looked up): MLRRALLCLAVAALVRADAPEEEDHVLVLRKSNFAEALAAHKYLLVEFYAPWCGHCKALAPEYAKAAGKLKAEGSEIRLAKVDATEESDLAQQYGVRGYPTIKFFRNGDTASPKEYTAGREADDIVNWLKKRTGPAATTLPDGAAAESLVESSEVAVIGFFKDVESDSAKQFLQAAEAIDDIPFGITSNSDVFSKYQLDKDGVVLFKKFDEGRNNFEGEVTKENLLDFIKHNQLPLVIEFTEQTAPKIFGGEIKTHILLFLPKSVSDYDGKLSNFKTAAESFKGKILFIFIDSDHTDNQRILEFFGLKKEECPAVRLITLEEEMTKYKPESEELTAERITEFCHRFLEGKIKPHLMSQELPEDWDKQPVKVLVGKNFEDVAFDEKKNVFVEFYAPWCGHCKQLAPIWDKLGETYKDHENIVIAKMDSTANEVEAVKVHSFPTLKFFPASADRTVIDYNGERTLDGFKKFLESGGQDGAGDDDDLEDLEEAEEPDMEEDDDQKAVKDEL
Peg3 promoter: reduces Peg3 promoter-driven luciferase expression in HeLa. HeLa PEG-Prom luciferase reporter, luminescence, overnight. inhibition, % at 20 µM. hit rate 1.7% among 360,000. AID 588405;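 active means inhibition of at least 50% at 20 µM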
aDG glyco act: increases alpha dystroglycan glycosylation; Pro5-aDG cells, alpha-DG glycosylation AlphaScreen (IIH6); 0% Pro5, 100% B10-LARGE cell signal; activation, % at 10 µM; hit rate 0.22% among 360,000; AID 624168;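 active means activation of at least 8% versus controls, or a plate z-score of at least 8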;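 further: Pro5 are CHO cells carrying HIG-tagged alpha-DG that lacks glycosylation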
Exocytosis inh: lytic granule exocytosis inhibition; hit rate 0.66% among 360,000; TALL-104 LAMP-1 surface exposure, flow cytometry; cells stimulated with thapsigargin and PMA; inhibition, % at 10 µM; AID 651702;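 active means inhibition above about 55%, limit read from the data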
TRPM1 prom inh: inhibitors of MITF-driven TRPM1 promoter in melanoma cells; SK-MEL-5 TRPM1 promoter luciferase, 24 h; inhibition, % at 12.5 µM; hit rate 0.83% among 330,000; AID 488899;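 active means mean inhibition across replicates of 60% or more, whatever share of single replicates reaches that level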; further: values of inactives mirror those of a sister screen read the other way
HIF-2a block: HIF-2a inhibition. 786-0 RCC cells HIF-2a reporter, luciferase luminescence, overnight. inhibition, % at 18.8 µM. hit rate 0.72% among 360,000;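 active means inhibition of the luminescence signal of 40% or more relative to plate controls, in a single-dose primary screen at 18.75 µM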
* hit, by the source's call; · = not tested or not shown.

SMILES | Vif inh | CaV13 ICDI inh | NR2E3 ag-1 | NR2E3 ag-2 | iPSC survival up | PDI turbidity | Peg3 promoter | aDG glyco act | Exocytosis inh | TRPM1 prom inh | HIF-2a block
COc1ccc(-c2cc(C(=O)Nc3ccc(OC)c(OC)c3)no2)cc1 | -4 | -22 | 2 | -10 | 0.5 | -1 | 0 | -0.2 | -4 | -5 | 15
COc1ccc(C)cc1S(=O)(=O)Nc1ccccc1 | -2 | -4 | 4 | 7 | -0.2 | -12 | 8 | 0.1 | 2 | -6 | 0
Cc1onc(-c2c(Cl)cccc2Cl)c1C(=O)N1CCCc2ccccc21 | -3 | -8 | -3 | -29 | 2.0 | 0 | 31 | -0.3 | -2 | 2 | -3
CC[C@]12c3[nH]c4ccc(Cl)cc4c3CCN1C(=O)[C@@H](CC(=O)NCCCn1ccnc1)C[C@@H]2C(=O)N1CCN(C(=O)c2ccco2)CC1 | 7 | -9 | · | -18 | -0.3 | 2 | 1 | -0.2 | -4 | 3 | -3
CCOc1ccc2[nH]c3c(N4CCN(c5ccccn5)CC4)ncnc3c2c1 | -7 | -3 | 3 | 12 | -1.3 | -4 | 47 | 0.1 | 88* | 5 | 1
CN(c1ccc(OCC(=O)OCC(=O)NCc2ccco2)cc1)S(=O)(=O)c1ccc2ccccc2c1 | -5 | -7 | 1 | -18 | -0.2 | 1 | 2 | -0.3 | -1 | 5 | 14
CCCCCCC(=O)Nc1c(O)c2ccccc2[nH]c1=O | 0 | -3 | 1 | -5 | -2.5 | 0 | 3 | 0.2 | 20 | -5 | 5
Cc1ccc(C2(C(F)(F)F)NC(=O)N3CCN=C3S2)cc1 (configuration not stated) | 0 | -4 | 1 | -15 | 2.2 | 8 | 22 | -0.2 | -2 | 18 | 26
COc1ccc(NC(=O)NNS(=O)(=O)c2ccc(Br)cc2)cc1 | · | -5 | · | 15 | -0.2 | -5 | 1 | 0.0 | -4 | -11 | 13
OCCn1ccc(-c2ccccc2OCc2ccc(F)cc2)n1 | -15 | -13 | -3 | 1 | 0.2 | 2 | -2 | 0.1 | 19 | -10 | -3
COCCCNC(=O)c1ccc(CS(=O)(=O)c2cccc(C(F)(F)F)c2)o1 | · | -5 | 0 | -5 | 0.2 | 7 | 20 | -0.3 | -14 | 2 | 9
COc1cc(/C=C2\S/C(=N/S(=O)(=O)Cc3ccccc3)NC2=O)c([N+](=O)[O-])cc1OC | -2 | -101 | 5 | -26 | -0.6 | 10 | -3 | 0.0 | -4 | 1 | 9
O=C(NCC1CCCO1)/C(=C\c1cccc([N+](=O)[O-])c1)NC(=O)c1ccccc1 (configuration not stated) | -2 | -6 | 3 | 14 | 3.7 | 15 | 14 | -0.2 | -1 | -7 | 10
COc1ccc(C2=Nn3c(nnc3-c3ccccc3OC)SC2)cc1OCC1CC1 | -4 | -5 | · | 34 | -1.5 | -7 | 26 | -0.1 | 8 | 52 | 33
COc1cc(NC(=O)c2cccs2)cc(OC)c1 | · | -5 | -2 | -24 | -0.1 | 6 | -105 | 0.1 | 1 | -8 | -150
Cn1cccc1C(=O)c1cccc([N+](=O)[O-])c1 | -6 | -2 | 0 | -9 | 0.1 | -2 | 3 | 0.2 | -5 | 6 | 9
O=C(O)c1ccccc1-c1ccccc1C(=O)Nc1ccccc1Br | 0 | -7 | 1 | -13 | -0.6 | -5 | 4 | -0.1 | 0 | 8 | 4
COc1ccc(NC(=O)CSc2nc(NS(=O)(=O)c3ccc(C)cc3)cc(=O)[nH]2)cc1 | 8 | -6 | -4 | 5 | 0.7 | 5 | -8 | -0.2 | 0 | 4 | -22
O=C(Nc1cccc(F)c1)c1cccnc1N1CCOCC1 | -1 | -4 | 0 | 9 | 0.1 | 4 | 3 | 0.0 | -3 | 0 | 6
CC(C)OCC(O)CS(=O)Cc1ccccc1 (configuration not stated) | -5 | · | 1 | -29 | 1.4 | -4 | -1 | -0.1 | -1 | 8 | 10
O=C(Cc1ccccc1)N1CCN(C(=O)c2ccco2)CC1 | 0 | · | 1 | -21 | 2.5 | 5 | 4 | -0.2 | -1 | 17 | 10
Cc1cnc(C(=O)Nc2cccc(S(=O)(=O)N(C)C)c2)cn1 | -3 | -18 | 0 | -30 | 1.6 | 7 | -3 | -0.4 | 0 | 3 | 0
COC(=O)CSc1nnc(-c2ccco2)o1 | -2 | -9 | 5 | 0 | 0.1 | 1 | -7 | 0.0 | 2 | 2 | 3
COCCCN(C(=O)CSCc1c(C)noc1C)c1c(N)n(Cc2ccccc2)c(=O)[nH]c1=O | -13 | -4 | 0 | 0 | 0.1 | 7 | 6 | -0.4 | -1 | 3 | 15
C=CCn1c(-c2ccc(Cl)cc2)cnc1SC(C)C(=O)NC(N)=O (configuration not stated) | -8 | -3 | 2 | -8 | -0.8 | 0 | -19 | -0.2 | 1 | -2 | -38

Further results
SMILES | Vif inh | CaV13 ICDI inh | NR2E3 ag-1 | NR2E3 ag-2 | iPSC survival up | PDI turbidity | Peg3 promoter | aDG glyco act | Exocytosis inh | TRPM1 prom inh | HIF-2a block
COc1ccc(CC(=O)N2CCN(S(=O)(=O)c3cccs3)CC2)cc1OC | -4 | -17 | -1 | -24 | -0.3 | -15 | 15 | 0.7 | 0 | -1 | 4
O=C(CSc1nnc2ccc(-c3ccc(F)cc3)nn12)NCC1CCCO1 (configuration not stated) | -7 | -4 | 2 | 18 | -0.4 | -9 | -3 | 0.2 | -2 | -9 | 4
OCCSc1nc(-c2ccccc2)nc2ccc(F)cc12 | -11 | -2 | 5 | -9 | 2.3 | -2 | -1 | 0.3 | -13 | 0 | -6
O=S(=O)(c1cnc[nH]1)N1CCN(c2ccc(Cl)cc2)CC1 | · | -3 | 3 | -11 | 0.3 | · | 3 | -0.3 | 6 | · | 1
CCC(C)(C)C1CCC2(CC1)NC(=O)N(CC(=O)Nc1nc(-c3ccc(C)cc3)cs1)C2=O (configuration not stated) | 16 | -2 | 1 | 7 | 0.3 | -5 | 15 | -0.1 | 7 | 0 | 5
Cc1cc(SCc2c(F)cccc2Cl)nc(=O)[nH]1 | 3 | -7 | -3 | -19 | -0.3 | -13 | 6 | 0.0 | -3 | -11 | 0
CC(=O)OC(C(=O)Nc1nccs1)c1ccccc1 (configuration not stated) | 16 | -3 | 4 | -4 | 0.4 | -7 | 16 | 0.0 | -8 | 15 | 17
CCN(Cc1ccccc1)C(c1cc2cc(C)ccc2[nH]c1=O)c1nnnn1CCOC (configuration not stated) | -17 | · | 1 | -1 | 1.8 | 3 | 10 | -0.1 | 0 | 3 | 17
CC(C)C(=O)NNC(=O)CSc1nnc(-c2ccccc2)c(-c2ccccc2)n1 | -7 | -5 | 0 | -1 | 0.5 | 1 | -1 | 0.0 | -2 | -4 | 7
COc1ccccc1-c1noc2c1C(=O)N(Cc1cn(-c3ccccc3OC)nn1)CC2 | · | -5 | · | -7 | -0.3 | · | · | -0.2 | -3 | · | 10
NC(=O)c1ccc(SCC(=O)OCC(=O)NCc2ccco2)c([N+](=O)[O-])c1 | -4 | -7 | 6 | -20 | -0.3 | 10 | 6 | 0.1 | -2 | -5 | 13
NC1=NC2(CCCC2)n2c(nc3ccccc32)N1 | 4 | 15 | 4 | 0 | -0.3 | -8 | 13 | 0.3 | 0 | -8 | 13
O=C(O)C1CCN(Cc2cnn(-c3ccccc3)c2-n2cccc2)CC1 | 3 | · | 5 | -14 | 0.8 | 2 | 7 | -0.2 | -1 | 13 | -10
CN(C)c1nc(N)nc(N(c2ccccc2)c2ccccc2)n1 | 3 | -7 | 0 | -38 | -2.4 | -7 | 5 | -0.1 | -7 | 1 | 18
Cc1ccc(NC(=O)NCCN2C(=O)C3C4C=CC(C4)C3C2=O)cc1 (configuration not stated) | -2 | -2 | 1 | -74 | -0.6 | · | -204 | -0.1 | -1 | -45 | -162
COC1=C(OC)C(=O)C(CCCCCCCCCCO)=C(C)C1=O | -11 | -6 | · | 54 | -1.3 | -5 | -22 | 1.1 | 8 | · | 5
Cc1ccccc1N1CC(c2nc3ccccc3[nH]2)CC1=O (configuration not stated) | 2 | -4 | 0 | 11 | -1.8 | -2 | 18 | -0.2 | 0 | 3 | 8
Cn1cc(S(=O)(=O)Nc2ccc(Br)cc2F)c(=O)n(C)c1=O | · | -4 | 2 | -23 | 0.6 | · | 6 | -0.1 | -1 | · | 13
Cc1cc(O)c(Sc2ncn[nH]2)cc1NS(=O)(=O)c1ccc(Cl)cc1 | 9 | -2 | 2 | 14 | 3.1 | 4 | 7 | 0.1 | -7 | -2 | 11
Nc1c(N(Cc2ccco2)C(=O)COc2ccccc2)c(=O)[nH]c(=O)n1Cc1ccccc1 | -5 | -7 | 4 | -5 | -0.3 | -2 | 10 | 0.2 | 2 | 14 | 18
CCCCN(C=O)c1c(CC)nc2c(OCc3cc(Cl)cc(Cl)c3)cccn12 | -3 | -5 | · | -14 | -0.6 | 7 | 24 | 2.0 | -6 | · | -44
COC(=O)c1cc2c(C)[nH]c(C)c2cc(C(=O)OC)c1=O | 0 | -2 | 2 | -7 | -0.8 | 8 | 11 | -0.3 | -2 | -10 | 12
CCOc1ccccc1N1CCN(S(=O)(=O)c2cc(C)ccc2OC)CC1 | 2 | -4 | 0 | -25 | -0.5 | -2 | 18 | 0.2 | 1 | 11 | 11
CCOc1cc(NC(=S)Nc2ccccc2)c(OCC)cc1NC(=O)c1ccccc1 | -3 | -5 | 2 | -38 | -1.4 | 2 | 19 | -0.1 | 3 | -4 | 6
Cn1cc(Br)c(C(=O)N/N=C/c2cccc(OC3CSC3)c2)n1 | 4 | -3 | -2 | -74 | -2.3 | -10 | -55 | 0.0 | -1 | -24 | -85
CC(C(=O)NCC1CCCCC1)N1CCN(S(=O)(=O)c2ccccc2F)CC1 (configuration not stated) | 11 | -6 | 0 | 7 | -0.3 | 9 | 17 | 0.5 | 10 | -1 | 10
CCN(CC(=O)Nc1ccc(NC(C)=O)cc1)C(=O)CSC(=S)N1CCCC1 | 1 | -5 | 3 | -27 | 0.5 | -4 | -7 | -0.1 | 3 | 10 | -8
O=C(CN1C(=O)CSc2ccc(S(=O)(=O)N3CCCCC3)cc21)NCc1ccccc1Cl | -5 | -6 | 1 | -17 | -0.7 | -4 | 13 | 0.2 | 2 | 1 | -2
Cc1ccc(NC(=O)Cc2nnc(SCC(=O)Nc3nncs3)n2C)c(C)c1 | 3 | -3 | 0 | -19 | 0.2 | 4 | 8 | -0.2 | 19 | 0 | 6
CCOC(=O)CNc1nnc(SCC(=O)OCC)[nH]c1=O | 13 | · | -1 | -10 | 0.8 | -3 | 11 | -0.3 | 1 | 5 | 8

Source: PubChem BioAssay

An unsorted share of the library. About 3.5% of those tested had a hit in this group.
